Source: PubChem
PriA SSB inh: inhibitors of Klebsiella pneumoniae PriA binding to SSB C-terminal tail | AlphaScreen SSBct-PriA binding, biotinylated peptide | inhibition, % at 33 µM | 0.6% of 430,000 active | AID 1272365; in the data active = inhibition mostly above about 37%, no sharp cut-off; inactive = mostly below about 20%;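 also: plate controls were negative control peptide for no effect and reference peptide for full effect; strong numbers were not always called active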
VHR inh abs: inhibitors of human VHR1 phosphatase (DUSP3). 0.52% of 290,000 active. P51452. inhibition, % at 13.3 µM. recombinant VHR phosphatase, pNPP absorbance; in the data active = inhibition above about 50%; also: some compounds called inactive have numbers as strong as hits
Target sequence (P51452 whole entry, looked up): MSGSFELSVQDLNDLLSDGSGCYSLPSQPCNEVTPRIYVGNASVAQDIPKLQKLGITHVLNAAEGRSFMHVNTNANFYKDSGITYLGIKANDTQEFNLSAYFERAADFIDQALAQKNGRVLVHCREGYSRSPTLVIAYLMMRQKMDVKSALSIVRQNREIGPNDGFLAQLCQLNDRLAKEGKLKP
Y pestis TopoI: inhibitors of Yersinia pestis topoisomerase I; Y. pestis Topo-I cleavage product accumulation, plate reader; activity, % at 10 µM; 0.064% of 360,000 active; AID 504884; in the data active = activity above about 50%, passing the limit was not always enough; inconclusive = no clear call, values can overlap the other calls; also: inactives centre near 2
BH1578 lux ind: inducers of Vibrio cholerae quorum light production without autoinducers; 0.16% of 350,000 active; V. cholerae BH1578 lux reporter, luminescence, 6 h; activation, % at 18.7 µM; in the data active = activation mostly above about 9.7%, no sharp cut-off; inconclusive = no clear call, values can overlap the other calls; inactive = mostly below about 3.7%; also: not every result past the cut was called active; inactives centre near 0; reference of the scale not given here
3CLpro inhibitor: SARS-CoV 3CLpro protease inhibition | P0C6X7 | recombinant SARS-CoV 3CLpro, quenched FRET peptide cleavage | inhibition, % at 6 µM | 0.14% of 290,000 active | AID 1706; in the data active = inhibition above about 12%
BoNT A protease: blocks Botulinum neurotoxin A light chain protease; multiplex microsphere protease substrate cleavage, flow cytometry; 0.17% of 360,000 active; inhibition, % at 10 µM; AID 588499; also: plate controls were buffer without enzyme for full effect and enzyme alone for no effect
PfHsp40 rescue: restores yeast growth despite PfHsp40 toxicity; 0.68% of 340,000 active; S. cerevisiae expressing PfHsp40, growth rescue, ATP luminescence; growth rescue, % at 12.5 µM; in the data active = growth rescue above about 28%, passing the limit was not always enough; inconclusive = no clear call, values can overlap the other calls;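 also: yeast W303a lacking pdr1 and pdr3 grown in galactose medium; growth measured after three days at 30 °C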
CCHFV vOTU inh: blocks the CCHF virus ovarian tumor domain protease; 0.55% of 370,000 active; CCHFV vOTU protease, Pep-AMC fluorescence; inhibition, % at 11.5 µM; in the data active = inhibition above about 30%; also: 0% = vehicle wells with enzyme and 100% = no enzyme wells
Anthrax LF inh2: inhibitors of Bacillus anthracis lethal factor protease. P15917. AID 588501. inhibition, % at 10 µM. multiplex microsphere protease cleavage assay, LF. 0.12% of 360,000 active; also: plate controls were buffer without enzyme for full effect and enzyme alone for no effect
Target sequence (P15917 whole entry, looked up): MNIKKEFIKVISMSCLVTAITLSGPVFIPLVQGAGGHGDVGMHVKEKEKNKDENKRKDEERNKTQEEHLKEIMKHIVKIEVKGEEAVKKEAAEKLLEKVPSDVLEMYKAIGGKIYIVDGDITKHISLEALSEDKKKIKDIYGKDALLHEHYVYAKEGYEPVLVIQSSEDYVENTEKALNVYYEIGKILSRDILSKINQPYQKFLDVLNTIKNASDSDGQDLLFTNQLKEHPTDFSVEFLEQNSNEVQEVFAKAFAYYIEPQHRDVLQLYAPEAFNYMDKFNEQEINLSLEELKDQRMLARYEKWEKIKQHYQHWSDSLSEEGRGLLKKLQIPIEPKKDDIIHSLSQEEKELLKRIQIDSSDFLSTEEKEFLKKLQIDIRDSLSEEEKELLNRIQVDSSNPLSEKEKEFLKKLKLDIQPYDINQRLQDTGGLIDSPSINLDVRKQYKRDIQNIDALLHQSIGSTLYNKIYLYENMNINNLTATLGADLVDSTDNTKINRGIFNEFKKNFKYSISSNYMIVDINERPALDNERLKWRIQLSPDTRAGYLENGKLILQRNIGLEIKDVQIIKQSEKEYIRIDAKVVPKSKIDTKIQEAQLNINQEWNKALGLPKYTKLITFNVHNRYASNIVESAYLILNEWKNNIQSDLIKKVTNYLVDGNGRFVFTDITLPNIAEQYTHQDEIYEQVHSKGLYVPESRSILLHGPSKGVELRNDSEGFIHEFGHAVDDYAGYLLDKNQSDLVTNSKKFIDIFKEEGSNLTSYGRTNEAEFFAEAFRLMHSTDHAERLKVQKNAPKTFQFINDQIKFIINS
TcdB inh: TcdB glycohydrolase inhibition | AID 652162 | inhibition, % at 9.99 µM | 0.24% of 350,000 active | P18177 | TcdB glycohydrolase enzymatic assay, plate reader; in the data active = inhibition above about 10%
The depositor's hits bear a star; i = inactive; ? = inconclusive; . = not tested or not shown; & = joins results of further samples. Rule as the data show it, unless noted: active = inhibition above about 30%; inconclusive = no clear call, values can overlap the other calls; inactive = below that. Some of the compounds tested; count on the stated rates, not on these rows.

nr	Compound	PriA SSB inh	VHR inh abs	Y pestis TopoI	BH1578 lux ind	3CLpro inhibitor
1	O=C(COC(=O)c1ccc(Cl)nc1)Nc1ccc(N2CCOCC2)cc1	-11	.	-5	-0.9	.
2	CC1Cn2c(nc3sc4c(c3c2=O)CC(C)(C)OC4)N1CCO (stereo unspecified)	3	53*	-5	0.9	0
3	CCOC(=O)c1ccc(-c2c(-c3ccc4c(c3)OCO4)noc2-c2ccsc2)cc1F	-1	20	4	1.2	-3
4	O=C(NCCCN1CCOCC1)c1onc(CSc2nc3ccccc3[nH]2)c1C(=O)NCCCN1CCOCC1	6	-22	-9	-0.4	-8
5	Cc1ccc(-c2cc(C(=O)Nc3ccc(S(=O)(=O)Nc4cc(C)on4)cc3)c3ccccc3n2)c(C)c1	11	19	3	0.5	11
6	CCCOc1ccc(Cc2nn[nH]n2)cc1	-3	41	8	-7.1	-5
7	O=C(NC1=NCCS1)c1ccc(Cl)c(S(=O)(=O)N2CCCC2)c1	-16	12	-3	-0.5	0
8	CCN(Cc1ccccc1)C(=O)c1cc2cc(OC)c(OC)cc2[nH]1	18	18	20	i	0
9	CC(C)c1nc(SCC(=O)Nc2cccc(S(N)(=O)=O)c2)n[nH]1	-24	-4	-4	-6.2	-2
10	c1ccc2nc3c(nc2c1)CCc1nonc1-3	-6	29	4	i	-1
11	Cc1ccc(/C=N/NC(=O)c2ccc(C(=O)N/N=C/c3ccc(C)s3)o2)s1	.	33	9	-6.7	1
12	CS(=O)(=O)N(CC(=O)NC1CCCC1)C1CCCCC1	-20	18	-5	i	1

nr	BoNT A protease	PfHsp40 rescue	CCHFV vOTU inh	Anthrax LF inh2	TcdB inh
1	6.6	-0.4	4	0	1.3
2	-2.8	1.1	-31	8	-0.2
3	0.2	-1.0	0	-6	1.4
4	-0.2	-0.8	-1	-1	1.5
5	-0.2	0.4	19	-10	.
6	-0.7	0.4	2	-5	.
7	0.3	0.7	9	-2	1.3
8	0.7	0.3	5	-9	-0.1
9	0.4	-0.6	-4	-1	.
10	0.4	-0.3	11	-2	.
11	-0.8	-0.2	14	-3	.
12	0.0	-1.0	2	-1	0.1

Later entries:
nr	Compound	PriA SSB inh	VHR inh abs	Y pestis TopoI	BH1578 lux ind	3CLpro inhibitor
13	COc1cc(NC(=S)N2CCN(CCO)CC2)c(OC)cc1Cl	-10	6	-6	i	-1
14	CS(=O)(=O)N(CC(=O)N1CCCCC1)Cc1ccc(Cl)cc1	2	-5	6	-0.3	0
15	Cc1ccsc1C(=O)OCc1csc(-c2ccccc2)n1	-74	-1	32	-0.6	7
16	Cc1cccc[n+]1CC(=O)c1ccc2c(c1)OCCO2	-9	4	2	-0.2	-1
17	O=C(NCC1CCCO1)c1nn2cccnc2c1Cl (stereo unspecified)	-8	-15	9	-3.6	2
18	COc1ccc(OC)c(Nc2nc(-c3sc(N)nc3C)cs2)c1	18	3	-24	i	4
19	CC(=O)Oc1ccc(C(=O)Nc2nccs2)cc1	-3	34	-3	.	.
20	NCCCCCNC(=O)/C=N\O	.	0	-3	i	-2
21	Cc1ccc(OCC(=O)Nc2ccc3c(c2)OCCO3)cc1C	-9	15	6	-1.0	2
22	COCCn1cnnc1SCC(=O)Nc1sc2c(c1C#N)CCC2	-21	.	2	i	.
23	Cc1cccc(C(=O)NCC(=O)N2CC=C(c3ccccc3)CC2)c1	-17	.	22	i	.
24	C(=N\N1CCN(C2c3ccccc3-c3ccccc32)CC1)/c1ccccn1	.	14	2	-1.0	1

nr	BoNT A protease	PfHsp40 rescue	CCHFV vOTU inh	Anthrax LF inh2	TcdB inh
13	-0.2	-1.2	0	0	-1.1
14	0.5	-1.8	2	0	.
15	-0.8	0.1	-2	-4	.
16	-0.6	0.7	-1	1	1.5
17	0.4	-0.2	0	-3	.
18	4.7	0.0	-8	-1	.
19	-0.2	0.8	3	-7	-1.6
20	-0.7	0.7	-11	-1	.
21	0.2	4.2	10	-2	-0.4
22	0.6	-1.3	5	-8	0.2
23	-5.4	2.8	10	-6	1.0
24	-0.9	0.7	7	-3	.

The list goes on, starting with the last 5 of the part before.
nr	Compound	PriA SSB inh	VHR inh abs	Y pestis TopoI	BH1578 lux ind	3CLpro inhibitor
20	NCCCCCNC(=O)/C=N\O	.	0	-3	i	-2
21	Cc1ccc(OCC(=O)Nc2ccc3c(c2)OCCO3)cc1C	-9	15	6	-1.0	2
22	COCCn1cnnc1SCC(=O)Nc1sc2c(c1C#N)CCC2	-21	.	2	i	.
23	Cc1cccc(C(=O)NCC(=O)N2CC=C(c3ccccc3)CC2)c1	-17	.	22	i	.
24	C(=N\N1CCN(C2c3ccccc3-c3ccccc32)CC1)/c1ccccn1	.	14	2	-1.0	1
25	COc1cc(OC)cc(-n2nnnc2SCC(=O)NC2CCCC2)c1	-15	6	0	0.8	-1
26	CC(C)(C)c1ccc(-c2csc(NC(=O)CN3C(=O)NC4(CCCCC4)C3=O)n2)cc1	3	2	-1	i	-3
27	COc1ccc(CN2C(=O)c3cccnc3C2=O)cc1S(=O)(=O)N1CC(C)Oc2ccccc21 (stereo unspecified)	5	-31	24	0.9	3
28	CC1(C(=O)Nc2ccc3c(c2)OCCO3)CCN1Cc1csc2ccccc12 (stereo unspecified)	.	.	16	i	.
29	COc1ccc(-n2nc(C(=O)NCC(=O)N3CCCC(C)C3)c3ccccc3c2=O)cc1Cl (stereo unspecified)	-2	10	23	-0.1	4
30	Cc1ccc(OCC(=O)Nc2ccc(Cl)cc2)c([N+](=O)[O-])n1	6	.	-7	i	.
31	Cc1cc(Cl)ccc1C(O)c1ncc(-c2ccc3ccccc3c2)[nH]1 (stereo unspecified)	.	.	-9	-0.4	.
32	Cn1nnc(NC(=S)NC(=O)c2cc3ccccc3o2)n1	-2	15	-3	i	-1
33	Cc1cc(/C=N/n2cnnc2)c(O)c([N+](=O)[O-])c1	.	8	-4	-0.2	4
34	O=C(O)c1ccn(CSc2cc(Cl)ccc2Cl)n1	-29	.	10	i	.
35	C/C(=N\N=C1\NC(=O)C(CC(=O)Nc2ccccc2F)S1)C1CCCCC1 (stereo unspecified)	.	-4	29	-0.3	2
36	O=C(Cc1ccccc1)NCCc1c[nH]c2ccccc12	4	-11	0	-0.8	-5

nr	BoNT A protease	PfHsp40 rescue	CCHFV vOTU inh	Anthrax LF inh2	TcdB inh
20	-0.7	0.7	-11	-1	.
21	0.2	4.2	10	-2	-0.4
22	0.6	-1.3	5	-8	0.2
23	-5.4	2.8	10	-6	1.0
24	-0.9	0.7	7	-3	.
25	-0.2	2.9	9	-3	.
26	0.4	-2.0	11	-1	.
27	-1.4	0.6	2	-6	1.7
28	-0.2	.	3	-1	0.1
29	-5.5	1.4	4	2	1.0
30	-0.1	-1.0	-1	-4	1.4
31	-0.4	.	3	-9	-3.2
32	0.6	-0.4	-9	-6	0.2
33	-0.2	-0.4	15	2	.
34	-1.3	0.0	-5	-4	1.7
35	0.7	2.8	-1	-2	0.3
36	2.7	-3.3	-1	-5	2.2

Other structures.
nr	Compound	PriA SSB inh	VHR inh abs	Y pestis TopoI	BH1578 lux ind	3CLpro inhibitor
37	CCOC(=O)c1cnc2c(OC)cccc2c1N1CCN(c2ccccn2)CC1	13	22	28	3.3	3
38	COc1ccc(C2CC(c3ccc(Br)cc3)=NN2C(=O)CSC2=NCCS2)cc1 (stereo unspecified)	-8	3	40	-0.3	4
39	OC(CNC1Cc2ccccc2C1)c1ccccc1 (stereo unspecified)	2	16	2	0.4	-4
40	O=C(CNC(=O)C1COc2ccccc2O1)Nc1cc(Cl)ccc1Cl (stereo unspecified)	-2	.	-1	3.7	.
41	O=C(NCc1ccco1)c1ccc2c(c1)CCO2	0	-19	2	-0.3	3
42	C[C@H](O)[C@@H]1C(=O)N2CCc3ccc(-c4ccccc4)cc3[C@@H]2C[C@@H]1N(C)C(=O)c1ccco1	.	.	34	-0.3	.
43	O=C(Nc1ccc(F)c(F)c1)NC1CCCCC1	-7	3	0	i	-1
44	Cc1ccnc(SCC(=O)Nc2sc3c(c2C#N)CCC(C(C)(C)C)C3)n1 (stereo unspecified)	-2	-18	6	-3.1	-2
45	Cc1ccccc1-c1cc2nc(Oc3cccc4ccccc34)n(C)c(=O)c2s1	.	.	1	-0.2	.
46	CCC1C(=O)N(c2nc(C)cc(C)n2)N=C1C (stereo unspecified)	-14	21	6	i	3
47	CC(C)N(CCn1c(SCC(=O)N2CC(=O)Nc3ccccc32)nc2ccccc2c1=O)C(C)C	-4	14	16	-0.3	1
48	CC(=O)c1cccc(NC(=S)NNC(=O)c2ccc(C)c([N+](=O)[O-])c2)c1	-4	24	-1	i	1

nr	BoNT A protease	PfHsp40 rescue	CCHFV vOTU inh	Anthrax LF inh2	TcdB inh
37	0.0	1.3	13	-1	2.3
38	-0.1	1.0	-2	-2	0.9
39	3.8	0.6	.	-5	.
40	2.6	-2.1	-3	4	1.2
41	-2.6	-2.6	-4	4	0.2
42	-0.2	.	6	1	-7.3
43	0.5	-0.9	-5	-1	.
44	?	0.4	-3	-1	.
45	0.2	.	17	-7	-3.0
46	2.0	-0.5	-5	3	.
47	0.7	-0.2	-6	-7	-0.8
48	0.5	8.7	-2	-7	-0.2

Going on with the list.
nr	Compound	PriA SSB inh	VHR inh abs	Y pestis TopoI	BH1578 lux ind	3CLpro inhibitor
49	Cc1nc2ccccn2c1C(=O)C(=O)Nc1cc(F)ccc1F	0	11	-2	-0.4	-3
50	Cc1ccc(-n2ncc3c(=O)n(Cc4ccccn4)cnc32)cc1C	-13	6	-5	-0.1	-7
51	FC(F)(F)C1CCCN(c2nsc3ccccc23)C1 (stereo unspecified)	-5	3	4	-0.5	-3
52	COc1cc(/C=C(\C#N)c2nnc(N3CCOCC3)n2-c2ccccc2)ccc1O	5	-8	-3	-2.9	5
53	CCCCCCN1C[C@H](O)[C@@H](n2cc(C3CC3)nn2)C[C@@H]1c1ccccc1	.	.	28	i	.
54	CCOC(=O)c1c(C)[nH]c(C(=O)COC(=O)/C=C/c2ccc(O)c(OC)c2)c1C	-3	-4	17	0.0	2
55	COc1ccc(OC)c(NC(=O)CSc2nnc(NC(=O)c3ccco3)s2)c1	-4	-29	-2	-0.3	4
56	CCN(CC)CCn1c(/N=C/c2cc(Br)ccc2O)nc2ccccc21	.	-4	1	-2.8	-5
57	CCOc1ccccc1OCC(=O)Nc1ccc(N2CCCCC2)cc1	23&8	8	5	i	-7
58	Cc1ccc2nc(Br)c3c(c2c1)OC(CBr)C3 (stereo unspecified)	-10	-3	2	-0.3	3
59	O=C(Nc1ccncc1)c1ccc2ccccc2c1	-2	25	2	-0.8	0
60	Cc1nn(S(=O)(=O)c2cccc([N+](=O)[O-])c2)c(C)c1Br	7	-3	5	-0.5	6
61	CCOC(=O)CN(C(=O)CNC(=O)c1cccs1)C(C(=O)NC1CCCC1)c1ccncc1 (stereo unspecified)	-12	14	-2	-0.4	-1
62	Cc1nnsc1C(=O)Nc1cc(Cl)ccc1Cl	-12&-8	13	-6	-0.5	0

nr	BoNT A protease	PfHsp40 rescue	CCHFV vOTU inh	Anthrax LF inh2	TcdB inh
49	0.3	0.6	8	-3	0.5
50	-0.7	-1.5	-1	2	.
51	1.2	?	.	-3	.
52	0.0	-0.2	16	-4	4.9
53	-0.3	.	1	-4	1.3
54	-0.2	-0.1	4	0	.
55	-4.7	1.1	-11	-4	1.5
56	1.4	2.1	-18	-6	.
57	1.0	1.0	9	-24	.
58	-2.3	0.8	-14	-16	0.2
59	-0.3	-1.6	-9	-2	1.3
60	-0.9	-0.7	5	-6	-2.1
61	-0.6	-0.5	0	2	0.3
62	0.0	0.8	1	16	.
